697 NFkB inh – lowers PMA/ionomycin-induced NF-kB signal in 697 B cells; AID 435022; 697 B-cell NF-kB luciferase reporter, 16 h; inhibition, % at 4 µM; actives 0.33% (n = 330,000); in the data active means inhibition above about 35%
UBC13 polyUb – inhibitors of human UBC13 polyubiquitin chain formation; actives 0.47% (n = 330,000); AID 485273; TR-FRET; inhibition, % at 20 µM; P61088; in the data active means inhibition above about 45%, passing the limit was not always enough
Target sequence (P61088 whole entry, looked up): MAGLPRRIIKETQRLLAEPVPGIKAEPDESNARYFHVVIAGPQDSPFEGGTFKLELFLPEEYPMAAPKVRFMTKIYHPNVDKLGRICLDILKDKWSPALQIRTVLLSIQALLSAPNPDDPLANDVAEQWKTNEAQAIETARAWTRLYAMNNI
Apaf-1 inh – inhibitors of human Apaf-1 apoptosome | O14727 | reconstituted apoptosome caspase-3 activity, DEVD-Rh110 fluorescence | inhibition, % at 20 µM | actives 0.71% (n = 330,000) | AID 489030; active means inhibition of at least 40% at 20 µM;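 further: plate controls were DMSO wells for no effect and DEVD-CHO caspase inhibitor wells for full effect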
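Material: cell-free apoptosome with Apaf-1, procaspase-3 and caspase-9; Buffer or medium: Hepes pH 7.5 with detergent and BSA; Reagent: cytochrome c trigger plus (Z-DEVD)2-Rh110 caspase-3 substrate; Times: compound with Apaf-1, dATP, procaspase-3 30 min, then 50 min reaction, room temperature; Technique: Rh110 fluorescence intensity.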
SENP8 inh – inhibitors of human SENP8 protease; Q96LD8; purified SENP8, Z-RLRGG-aminoluciferin cleavage, luminescence; inhibition, % at 10 µM; actives 1.2% (n = 330,000)
Target sequence (Q96LD8 whole entry, looked up): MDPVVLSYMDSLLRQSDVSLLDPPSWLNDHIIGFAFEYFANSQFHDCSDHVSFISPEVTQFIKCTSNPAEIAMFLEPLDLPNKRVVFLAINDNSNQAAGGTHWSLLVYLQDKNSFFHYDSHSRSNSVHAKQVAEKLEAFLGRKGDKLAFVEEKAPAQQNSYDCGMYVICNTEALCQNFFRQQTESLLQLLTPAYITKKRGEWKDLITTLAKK
SENP7 block – inhibitors of human SENP7 protease; Q9BQF6; recombinant SENP7, Z-RLRGG-aminoluciferin luminescence, 40 min; inhibition, % at 5 µM; actives 1.5% (n = 330,000);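 active means inhibition above about 50% at the single test dose, limit read from the data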;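 further: plate controls were DMSO with enzyme for no effect and no enzyme buffer wells for full effect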
Target sequence (Q9BQF6 706-1050 limits assumed): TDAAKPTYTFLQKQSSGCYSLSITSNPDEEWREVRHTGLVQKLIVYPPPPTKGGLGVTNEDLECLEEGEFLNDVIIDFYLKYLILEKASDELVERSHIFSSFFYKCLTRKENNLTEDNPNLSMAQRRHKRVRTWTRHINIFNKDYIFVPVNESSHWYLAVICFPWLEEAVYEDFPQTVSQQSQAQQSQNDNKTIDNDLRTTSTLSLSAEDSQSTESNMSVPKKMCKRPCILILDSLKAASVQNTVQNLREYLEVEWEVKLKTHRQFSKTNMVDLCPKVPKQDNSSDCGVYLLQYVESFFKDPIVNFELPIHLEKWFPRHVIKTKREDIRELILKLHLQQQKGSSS
Gli-Sufu antag – Gli-Sufu pathway antagonism | inhibition, % at 5 µM | actives 0.74% (n = 340,000) | Sufu-KO-LIGHT fibroblasts, Gli luciferase reporter luminescence;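 active means inhibition above about 55%, limit read from the data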;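 further: 0% = DMSO-treated cells and 100% = wells with medium but no cells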
Jurkat NFkB inh – lowers PMA/ionomycin-induced NF-kB signal in Jurkat cells; PMA/ionomycin-induced NF-kB luciferase reporter, luminescence; inhibition, % at 4 µM; actives 0.53% (n = 330,000)
HKDC1 inhibitor – blocks human hexokinase HKDC1 activity; Q2TB90; recombinant HKDC1, G6PDH/diaphorase resazurin coupled fluorescence; inhibition, % at 20 µM; actives 0.16% (n = 340,000); AID 493160;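 active means inhibition above about 35% when tested at 20 µM, limit read from the data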;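 further: plate controls were DMSO wells with enzyme for no effect and DMSO wells lacking enzyme for full effect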
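Test system: recombinant HKDC1 (HK5) hexokinase enzyme, produced in-house / Doses: 20 µM test compound, 1% DMSO / Timing: 90 min, room temperature / Detection: G6PDH/diaphorase-coupled fluorescence, 1 mM NADP, 100 µM resazurin, 525/613 nm / Control set: DMSO wells with and without enzyme mix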
* hit, by the source's call; x = not tested or not shown. Unless noted, no stated cut-off is given here; in the data, active means inhibition above about 50%; inactive means the rest.

SMILES | 697 NFkB inh | UBC13 polyUb | Apaf-1 inh | SENP8 inh | SENP7 block | Gli-Sufu antag | Jurkat NFkB inh | HKDC1 inhibitor
Cc1ccc(NC(=O)CN2CCC(C(=O)c3ccc(F)cc3)CC2)cc1 | 1 | -5 | 15 | -5 | 4 | 15 | -9 | -3
Cc1ccc(N(CC(=O)Nc2ccc3c(c2)OCCO3)S(=O)(=O)c2c(C)noc2C)cc1 | -19 | -1 | 11 | -8 | -10 | 10 | -15 | 1
COc1ccc(NC(=O)CCl)cn1 | 5 | -12 | 67* | 26 | 20 | x | -5 | x
Cc1ccc(/C=N/NC(=O)c2ccccn2)o1 | -37 | -7 | -3 | -8 | -1 | -38 | -36 | -2
N#CCCN(Cc1cccnc1)S(=O)(=O)c1ccc(S(=O)(=O)NC2CCCCC2)cc1 | -9 | 2 | -5 | -6 | -9 | 5 | -1 | 0
CC(C)C(=O)N1CCC(c2nc(-c3ccc(S(=O)(=O)N4CCN(C)CC4)cc3)no2)CC1 | 4 | 0 | 1 | -13 | -1 | 3 | 1 | -13
N=C(N)SCc1ccc(O)c([N+](=O)[O-])c1 | -6 | -6 | -5 | -1 | 0 | 3 | 10 | 5
Nc1nc(-c2ccc(F)cc2)cs1 | -21 | 0 | 4 | -9 | 10 | -6 | -22 | -6
COc1ccc(/C=N/NC(=O)C(Cc2c[nH]c3ccccc23)NC(=O)OCC(C)C)cc1[N+](=O)[O-] (stereo not given) | 16 | -11 | 11 | -9 | 8 | 3 | 3 | -3
CCOC(=O)c1c(NC(=O)Cn2nnc(-c3ccccc3Cl)n2)sc(C)c1C | -3 | -4 | 16 | -1 | -11 | 1 | -6 | -2
Cc1cc(Cl)ccc1C(=O)C1CCCN(C(=O)CCN2CCCO2)C1 (stereo not given) | -2 | 7 | 5 | 7 | -5 | -20 | -10 | -8
CCOC(=O)N1CCN(C(=O)c2ccc(OCC)c(OCC)c2)CC1 | 17 | 2 | -2 | 3 | 5 | -5 | -5 | -3
CCC(=O)c1cccc2c1N=CC1=C(CC(C)(C)CC1=O)N2 | -2 | -1 | -9 | -7 | 4 | 1 | -18 | -7
COc1ccc(C(=O)NCc2nnc(SCC(=O)N3CCC(C)CC3)o2)cc1OC | -16 | -11 | 7 | -4 | -4 | 1 | 5 | 5
CCOC(=O)Cc1csc(NC(=O)CSc2nc3cccnc3n2CC)n1 | -6 | 4 | 8 | 4 | 4 | 10 | 2 | -4
O=C(O)CCC(=O)Nc1ccc(-c2csc(Nc3cccc4ccccc34)n2)cc1 | -2 | -10 | 1 | -4 | 8 | 2 | 12 | 6
CCn1c(COc2ccc(C)cc2)nnc1SCc1nc2ccccc2[nH]1 | 2 | 3 | 3 | -7 | 32 | 9 | 4 | 20
COc1ccc(-c2n[nH]c(=S)n2-c2ccc(C)cc2C)cc1 | -18 | 0 | -1 | -5 | -5 | 25 | 13 | 6
O=C(COC(=O)c1cccs1)Nc1ccccc1 | 9 | -1 | -6 | -5 | 5 | -28 | -17 | 3
Cc1ccc2nc3sc(C(=O)Nc4c(C)[nH]c(=O)[nH]c4=O)c(N)c3cc2c1 | 0 | -37 | -2 | -11 | -1 | -4 | 9 | -3
COc1ccc(S(=O)(=O)NCCc2nnc3ccc(SCc4cccnc4)nn23)cc1 | 9 | 9 | -4 | 0 | 6 | -2 | 2 | -5
Cc1cc(C)c(S(=O)(=O)N2CCN(C(=O)C3CCCO3)CC2)c(C)c1 (stereo not given) | 5 | 9 | -3 | 2 | 2 | 58* | -6 | -9
CCOC(=O)C1CCCN(C(=O)CNC(=O)Cn2ccc3ccccc3c2=O)C1 (stereo not given) | 18 | 2 | -8 | 1 | 6 | -2 | -3 | -1
CCOC(=O)C1(Cc2ccccc2C)CCCN(C(=O)CCc2cccnc2)C1 (stereo not given) | -14 | 12 | 0 | 1 | 5 | 12 | -7 | -1
CC(c1ccon1)N(C)Cc1cn[nH]c1-c1ccc(-c2ccccc2)cc1 (stereo not given) | -4 | 16 | 11 | 1 | 0 | -15 | -7 | -2

New compounds follow:
SMILES | 697 NFkB inh | UBC13 polyUb | Apaf-1 inh | SENP8 inh | SENP7 block | Gli-Sufu antag | Jurkat NFkB inh | HKDC1 inhibitor
Nc1n[nH]c(N)c1N=Nc1ccc(F)cc1 | 13 | -6 | 8 | -5 | 6 | -15 | -1 | 17
Cc1c(NC(=O)CN2CCC(C(N)=O)CC2)cccc1[N+](=O)[O-] | 6 | -5 | 1 | 3 | 9 | -7 | -13 | -12
COc1ccc(C(CC(=O)N2CCOCC2)c2c(O)cc(OC)cc2OC)cc1 (stereo not given) | 19 | 0 | 7 | -4 | 1 | 8 | -6 | -8
CCOc1ccc(NC(=O)N(CCC(C)C)C(C)c2ccco2)cc1 (stereo not given) | -5 | -8 | 13 | -14 | 0 | 3 | -6 | 5
O=C(Cn1nnc(-c2ccc(CN3CCOCC3)cc2)n1)N(c1ccccc1)c1ccccc1 | 10 | 5 | -3 | 4 | 7 | 23 | -2 | -10
CCc1cc2c(=O)c(-c3cnn(-c4ccccc4)c3)c(C)oc2cc1OCC(=O)Nc1cccc(C)c1 | -21 | -19 | -14 | 8 | -5 | 0 | 4 | -14
COc1ccccc1-c1cc(C(F)(F)F)nc(S(=O)(=O)CCCC(=O)O)n1 | -10 | 3 | 9 | -2 | -13 | 9 | -6 | -8
CCOc1cc(C(=O)Nc2nnc(CC)s2)ccc1OCC(=O)N1CCOCC1 | 3 | -5 | -11 | 2 | -9 | 11 | -1 | -1
Cc1ccc(-c2cc3c(nn2)-c2ccccc2C3=O)cc1 | -29 | -20 | 27 | 96* | 99* | 10 | 33 | -6
O=C(c1ccco1)N(Cc1ccco1)Cc1cc2ccccc2[nH]c1=O | 2 | 6 | 2 | -4 | 4 | -20 | 12 | -3
Cc1c(-n2c(-c3ccccc3)nc3ccccc3c2=O)c(=O)n(-c2ccccc2)n1C | -25 | -7 | -7 | -8 | -15 | 7 | -15 | 1
CCOC(=O)/C(=N\Nc1ccccc1Cl)N(C)C1CCCCC1 | 9 | -9 | 1 | 0 | 0 | -6 | 1 | -12
CCn1c(SCC(=O)Nc2cc(NC(C)=O)ccc2OC)nnc1-c1cccnc1 | 21 | 2 | -9 | 6 | 2 | 0 | 14 | 4
COc1cccc(N2CCN(S(=O)(=O)c3cn(C)cn3)CC2)c1 | -6 | -10 | -3 | -3 | -10 | -18 | 0 | -5
CC(C)CC(C(=O)Nc1oc(-c2ccccc2)c(-c2ccccc2)c1C#N)N1C(=O)c2ccccc2C1=O (stereo not given) | 5 | -12 | 11 | 6 | 0 | -6 | -2 | 7
O=C(NC(N1CCOCC1)C(Cl)(Cl)Cl)c1ccccc1Cl (stereo not given) | -7 | 3 | -7 | 2 | 3 | -14 | 3 | -6
C[C@H](OC(=O)NCc1ccc(C(F)(F)F)cc1)[C@@H]1O[C@@]2(C)CCC[C@@H]1O2 | 4 | -1 | 17 | -9 | 1 | -20 | -19 | 0
COc1ccccc1N1CCN(C(=O)c2c(C)noc2C)CC1 | -2 | 6 | -21 | 2 | 2 | 8 | -4 | -1
CC(C(=O)NCCN1C(=O)S/C(=C\c2cccnc2)C1=O)N1C(=O)c2ccccc2C1=O (stereo not given) | 8 | -4 | 0 | -5 | -1 | -2 | 0 | -1
Cc1cccn2c(=O)c3cc(S(=O)(=O)c4ccccc4)c(=N)n(CC4CCCO4)c3nc12 (stereo not given) | -15 | -3 | 19 | -10 | -2 | 17 | -12 | -4
Cn1ccnc1SCCNC(=O)CCc1nnc(CCCCc2ccccc2)o1 | 8 | 6 | -11 | -4 | 4 | 17 | 6 | -6
N#Cc1cc(-c2ccc(Cl)cc2)cnc1Sc1ccccc1 | 9 | 29 | 12 | 0 | 6 | -11 | 6 | -4
O=C(NCCc1ccc(Cl)cc1)C1CCCN1C(=O)Nc1ccccc1 (stereo not given) | 7 | 6 | -18 | -7 | -3 | -1 | 2 | -7
CN1C(=O)SC(Nc2ccc(F)cc2)C1=O (stereo not given) | 10 | 7 | -3 | -4 | -4 | 0 | -2 | -27
O=C(Nc1ccccc1Cl)c1ccc(-n2cccn2)c([N+](=O)[O-])c1 | 11 | 3 | 6 | 0 | 8 | -12 | -25 | 4

Profiles, looked up by structure. Order of screens: 697 NFkB inh | UBC13 polyUb | Apaf-1 inh | SENP8 inh | SENP7 block | Gli-Sufu antag | Jurkat NFkB inh | HKDC1 inhibitor
CCn1c(SCC(=O)Nc2cc(NC(C)=O)ccc2OC)nnc1-c1cccnc1 is listed with 21 | 2 | -9 | 6 | 2 | 0 | 14 | 4
CN1C(=O)SC(Nc2ccc(F)cc2)C1=O (stereo not given) is listed with 10 | 7 | -3 | -4 | -4 | 0 | -2 | -27
O=C(c1ccco1)N(Cc1ccco1)Cc1cc2ccccc2[nH]c1=O is listed with 2 | 6 | 2 | -4 | 4 | -20 | 12 | -3
COc1cccc(N2CCN(S(=O)(=O)c3cn(C)cn3)CC2)c1 is listed with -6 | -10 | -3 | -3 | -10 | -18 | 0 | -5
CCOC(=O)/C(=N\Nc1ccccc1Cl)N(C)C1CCCCC1 is listed with 9 | -9 | 1 | 0 | 0 | -6 | 1 | -12

Back to the main list; the 2 compounds before the break are reprinted first.
SMILES | 697 NFkB inh | UBC13 polyUb | Apaf-1 inh | SENP8 inh | SENP7 block | Gli-Sufu antag | Jurkat NFkB inh | HKDC1 inhibitor
CN1C(=O)SC(Nc2ccc(F)cc2)C1=O (stereo not given) | 10 | 7 | -3 | -4 | -4 | 0 | -2 | -27
O=C(Nc1ccccc1Cl)c1ccc(-n2cccn2)c([N+](=O)[O-])c1 | 11 | 3 | 6 | 0 | 8 | -12 | -25 | 4
CCn1nc(CC(=O)O)c2ccccc2c1=O | 3 | 7 | 3 | 4 | -4 | -3 | 1 | -4
NC(=O)c1cccn1Cc1ccccc1Cl | 14 | 9 | -9 | -6 | -4 | -4 | -1 | 4
CC(=O)NCC(=O)NC1CCCc2c1cnn2-c1ccc(C(C)(C)C)cc1 (stereo not given) | 3 | -1 | 1 | -7 | -3 | 2 | -1 | 2
CCc1ccc(NC(=O)C2CCC(CNC(=O)[C@@H]3Cc4ccccc4CN3)CC2)cc1 (stereo not given in full) | -49 | -8 | 11 | 8 | 0 | 6 | -14 | -6
COc1ccccc1N1CCN(C(=O)CCc2nnc3ccc(N4CCOCC4)nn23)CC1 | -15 | -2 | -12 | 1 | 6 | -17 | 5 | -4
O=S(=O)(c1cccc(S(=O)(=O)N2CCOCC2)c1)N1CCCCC1 | 7 | 1 | -2 | -4 | -2 | 7 | 13 | -1
Cc1cnc(NC(=O)CSc2ccc(Cl)cc2)s1 | 9 | 2 | 1 | 1 | 1 | 3 | -7 | -2
Cc1nn2c(-c3ccc(F)cc3)ccnc2c1Br | -3 | 7 | 6 | 7 | 7 | 4 | -2 | 0
Cc1ccccc1N1CCN(S(=O)(=O)c2ccc3oc(=O)ccc3c2)CC1 | 5 | 2 | 16 | -7 | -9 | 10 | 9 | 8
Cc1ccc(-c2nc(SCC(=O)NCC3CCCO3)c(-c3ccccc3)[nH]2)cc1 (stereo not given) | 9 | 6 | 12 | -5 | 3 | 2 | -11 | 5
NC(=O)Cc1ccc(Nc2nnc(-c3ccc(O)cc3)c3ccccc23)cc1 | 12 | 4 | 10 | 7 | 4 | 5 | 4 | 18
Cc1ccc(-n2nnnc2SCC(=O)NCCC2=CCCCC2)c(C)c1 | 26 | 4 | 26 | -3 | -8 | -2 | -5 | -6
COc1cccc(C(=O)CSc2nc3ccccc3n2CC(=O)N2CCOCC2)c1 | 17 | 4 | -13 | 6 | 3 | 1 | 6 | -12
COc1ccc(C(=O)N/C(=C\c2ccco2)C(=O)NCCN2CCOCC2)cc1 | 4 | 0 | 0 | 2 | 5 | -3 | 6 | 0
O=c1c(N2CCOCC2)nsn1Cc1ccccc1 | -1 | 0 | 1 | -10 | -4 | -10 | -1 | 1
O=C1Nc2ccccc2C(=O)N2[C@H](c3ccccc3)[C@@H]3C(=O)N(Cc4ccccc4)C(=O)[C@@H]3[C@H]12 | 9 | -10 | 5 | -1 | -2 | -8 | 10 | -2
